M. tuberculosis GlmU: inhibition of mycobacterial GlmU enzyme – biochemical, glucosamine-1-phosphate acetyltransferase (AID 1376); 220,000 compounds, 0.25% hits; Bifunctional protein GlmU (Mycobacterium tuberculosis (strain ATCC 25618 / H37Rv)); M. tuberculosis GlmU acetyltransferase enzyme assay; higher % means a stronger effect; one-dose inhibition, %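 (tested at 30 µM in the primary screen)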; IC50 in µM for titrated hits; in the data active = inhibition above about 13%;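 also: 0% = complete reaction with vehicle and 100% = reaction without substrate; strong numbers were not always called active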
RmlCD inh 1536: M. tuberculosis RmlC/RmlD coupled enzyme inhibitors, primary screen, biochemical, compound mixtures, 384-well, from 1536-well plates. dTDP-4-dehydrorhamnose reductase (Mycobacterium tuberculosis (strain ATCC 25618 / H37Rv)) …. RmlC+RmlD coupled enzyme assay, percent inhibition; primary screen in compound mixtures. inhibition, % at 3.6 µM. 160,000 compounds, 0.03% hits; in the data active = inhibition mostly above about 34%, no sharp cut-off; also: some results filed as inactive read as strong as hits
Target sequence (P9WH09 whole entry, looked up): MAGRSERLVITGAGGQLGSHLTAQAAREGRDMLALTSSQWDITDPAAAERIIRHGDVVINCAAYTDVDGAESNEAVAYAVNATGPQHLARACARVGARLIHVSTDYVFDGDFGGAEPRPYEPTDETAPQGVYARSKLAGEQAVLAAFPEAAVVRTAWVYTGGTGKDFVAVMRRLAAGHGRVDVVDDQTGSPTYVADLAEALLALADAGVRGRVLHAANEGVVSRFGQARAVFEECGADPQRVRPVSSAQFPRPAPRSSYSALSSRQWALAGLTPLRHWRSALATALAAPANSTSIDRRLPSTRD
Target sequence (P9WH11 whole entry, looked up): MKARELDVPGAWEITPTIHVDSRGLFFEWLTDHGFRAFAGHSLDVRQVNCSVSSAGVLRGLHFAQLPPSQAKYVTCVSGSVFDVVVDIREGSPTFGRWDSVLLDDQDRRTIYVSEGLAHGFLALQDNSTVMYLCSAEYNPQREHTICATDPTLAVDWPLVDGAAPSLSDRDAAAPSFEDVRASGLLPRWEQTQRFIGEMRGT
The depositor's hits bear a star; . = no result given. These rows are one share of the data; rates above refer to the full screens.

SMILES	M. tuberculosis GlmU	RmlCD inh 1536
CCOC(=O)N1CCC(NC(=O)c2cccc3c2C(=O)N(CCOC)C3)CC1	8.9%	.
CCC(=Nc1cc(OC)ccc1OC)c1c(O)[nH]c(=O)[nH]c1=O	1.2%	.
CCN(CC)S(=O)(=O)c1ccc(OC)c(NC(=O)c2ccc(=O)[nH]c2)c1	3.5%	.
Cc1ccc(C23CC4CC(CC(C(=O)N5CCN(C)CC5)(C4)C2)C3)cc1	-2.4%	.
CC(=O)Nc1ccc(S(=O)(=O)N2CCN(C(=O)c3ccccc3F)CC2)cc1	3.4%	.
CCCNC(=O)CCc1c(C)nc2nc(-c3cc(OC)cc(OC)c3)nn2c1C	-5.0%	-6.3
NC(=O)C1CCN(C(c2ccccc2)c2nnnn2C2CCCC2)CC1 (stereo unspecified)	2.1%	.
COC(=O)C1CSc2[nH]c(=O)sc2C1c1ccc(OC)c(OC)c1 (stereo unspecified)	1.6%	.
O=c1c(Cl)c(NCc2ccc(F)cc2)cnn1C12CC3CC(CC(C3)C1)C2	1.6%	25.4
CC(C)[C@H]1CN(C)CCN1Cc1cn(C)nc1-c1cccc(Cl)c1	-3.4%	.
CC(C)/C=C1\CCCCC1N(C)C(=O)NC(C)C (stereo unspecified)	7.3%	-7.4
Cc1ccc(-c2ccc(SCC(=O)N3CCc4ccccc43)nn2)cc1	-0.3%	5.8
Cc1ccc(OCC(=O)N2CCc3ccccc3C2)c([N+](=O)[O-])n1	2.2%	-1.8
Cc1cc(N2CCCC2)ccc1C=C(C#N)C#N	.	-3.4
O=c1cc(-c2ccccc2Cl)oc2c([N+](=O)[O-])c(O)cc(O)c12	0.7%	.
Cc1nc(NC(=O)CN2CCC(O)(c3ccc(F)cc3)CC2)sc1C	3.0%	6.4
CC(C)(C)NC(=O)C(=O)NNC(=O)c1ccccc1	.	1.2
Cc1nc2c(O)cccc2cc1CO	-1.4%	11.3
C=CCNC(=S)Nc1cccc2[nH]ncc12	-0.7%	-0.1
CN1C(=O)C(CC(N)=O)N(NC(=O)c2ccc(Cl)cc2)C1=S (stereo unspecified)	-1.1%	.
Cc1cc(/C=C(\C#N)c2nnc(N3CCOCC3)n2-c2ccccc2)c(C)n1-c1ccccc1	0.2%	.
COc1ccc(-c2cc(=O)c3ccccc3s2)cc1	3.5%	-2.3
CCOc1cc(C(=O)Nc2cc(C)ccc2C)ccc1OCC(=O)N1CCCCC1	1.1%	7.3
CCOC(=O)c1ccc(S(=O)(=O)N2CCN(C)CC2)cc1	-7.6%	.
COc1ccc(NC(=O)CSCc2ccc(C)cc2)cc1	-3.4%	-2.0
(next part)
SMILES	M. tuberculosis GlmU	RmlCD inh 1536
CCCN(c1nc(C)cc(OC)n1)S(=O)(=O)c1ccccc1	2.8%	-4.2
CC(C)NC(=O)Cn1nc(C(F)(F)F)c2c1CCC2	4.3%	.
CC(=O)Nc1ccc(OC(=O)Oc2ccc(NC(C)=O)cc2)cc1	-3.5%	30.0
CC(C)OC(=O)c1c(NS(=O)(=O)c2ccccc2)sc2c1CCCC2	5.5%	.
CCOC(=O)C/C(N)=N/N(C)c1ncc(C(F)(F)F)cc1Cl	-6.9%	-13.3
O=C(O)C[C@H]1c2cc(F)ccc2S(=O)(=O)N1C1CCN(Cc2ccccc2)CC1	4.9%	.
CCn1cc(C(=O)Nc2ccc(OC)c(S(=O)(=O)N3CCCCC3)c2)c(=O)c2ccc(C)nc21	1.4%	6.4
COc1cccc(C(=O)N/N=C(/c2ccccc2)c2ccccn2)c1	3.5%	.
COc1cccc(C2=NOC(C(=O)NC(C)(C)C)C2)c1 (stereo unspecified)	-3.0%	.
CCOC(=O)N1CCN(C(=O)C2CC(c3cc(OC)ccc3OC)=NO2)CC1 (stereo unspecified)	7.5%	-7.1
O=C(CC(NS(=O)(=O)c1ccc(Cl)cc1)c1ccco1)N1CCc2ccccc21 (stereo unspecified)	0.9%	-8.9
CC(=O)Nc1ccc(NC(=O)C(C)OC(=O)/C=C/c2cn(-c3ccccc3)nc2-c2cccnc2)cc1 (stereo unspecified)	4.9%	.
Cc1ccc2c(CN3CCN(S(=O)(=O)/C=C/c4ccccc4)CC3)cc(=O)oc2c1	-8.1%	3.0
CC1CC1C(=O)Nc1nc(-c2cccs2)c(-c2cccs2)s1 (stereo unspecified)	2.8%	7.6
CC(C)CC1(C)N=C(c2ccccc2)C(=S)N1 (stereo unspecified)	3.3%	85.2
COc1cccc(-n2c(=O)n(Cc3ccccc3)c(=O)c3[nH]cnc32)c1	-0.6%	-1.5
c1ccc(CN=C2Nc3ccccc3CS2)nc1	-0.7%	7.7
CC(C)NC(=O)NC(=O)CN1C(=O)NC(Cc2c[nH]c3ccccc23)C1=O (stereo unspecified)	1.9%	8.3
O=C(O)c1cc(N/N=C/c2ccc(N3CCOCC3)s2)ccc1Cl	8.3%	0.8
NS(=O)(=O)c1ccc(N2N=C(c3ccccc3)CC2c2ccccc2)cc1 (stereo unspecified)	3.4%	-26.4
CCOC(=O)N1CCC(NC(=O)c2cccs2)CC1	2.9%	8.5
CCCOc1ccc(C(=O)NC(=S)NNC(=O)c2c(-c3ccccc3)noc2C)cc1	-1.2%	3.8
COc1c(C(O)CC(C)C)ccc2c1C(=O)OCc1cc(C)cc(O)c1O2 (stereo unspecified)	6.3%	5.0
CCOC(=O)CN1C2=NCCCN2c2ccccc21	0.7%	-2.8
CC(C)(C)c1ccc(C2CC2C(=O)N/N=C\c2cc3ccccc3nc2Cl)cc1 (stereo unspecified)	2.9%	4.5
Other results.
SMILES	M. tuberculosis GlmU	RmlCD inh 1536
CCCc1cc(-c2ccc(O)c(OCC)c2)c(C#N)c(N)n1	6.5%	.
COCCCNC(=O)c1ccc(C2SCC(=O)N2Cc2ccco2)cc1 (stereo unspecified)	-1.6%	8.8
O=C(CN1C(=O)COc2ccccc21)NCc1ccccn1	-1.9%	.
CNC(=O)c1cccc2cccc(Sc3ccccc3C(=O)O)c12	5.6%	102.8
CCOC(=O)Cc1csc(NC(=O)Cc2ccc(Cl)cc2)n1	2.2%	.
CC(=O)c1ccc(N2CCN(C(=O)C3CCCN(S(=O)(=O)c4cnc[nH]4)C3)CC2)cc1 (stereo unspecified)	6.3%	-3.9
COc1ccc2c(c1)SCCC2=O	-0.5%	29.4
Cc1cccc(OCC(=O)O/N=C(\N)Cc2ccc([N+](=O)[O-])cc2)c1	-3.2%	.
CCC(C)(NC(=O)CNC(C)=O)C(=O)NC1CCCCC1 (stereo unspecified)	17.3%*	.
CC(C)OCCCNC(=O)c1c(N)n(/N=C/c2ccccn2)c2nc3ccccc3nc12	1.2%	1.0
CCCCCn1c(CNC(=O)c2cccs2)nc2ccccc21	-4.0%	.
CC(C)Cn1c(=O)c(-[n+]2ccccc2)c([O-])c2ccccc21	-0.6%	1.6
CCC(C)(C)NC(=O)c1ccc2c(c1)S(=O)(=O)c1ccccc1C2=O	7.1%	2.3
CCCCC(=O)N/N=C/c1sccc1C	1.2%	-8.7
COc1ccccc1Cn1c(SCC(=O)C(C)(C)C)nc2cc(C(=O)N3CCC4(CC3)OCCO4)ccc2c1=O	6.5%	6.3
CCN(CC)c1cc2nonc2c2nonc12	0.7%	11.6
CC(=C1C(=O)c2ccccc2C1=O)N1CCN(Cc2ccccc2)CC1	5.8%	9.3
Cc1nc(NNC(=O)c2ccc(Cl)cc2Cl)cc(-c2ccccc2)n1	-2.3%	10.8
Cc1ccc(C(C)NC(=O)C2CCCO2)cc1C (stereo unspecified)	2.4%	.
COC(=O)c1ccc(C(=O)OC)c(NC(=O)C2CC2)c1	-2.8%	-9.0
CCCc1cc(C(=O)N/N=C/c2ccc(C)o2)c2ccccc2n1	-1.4%	.
CCC(C)NC(=O)Nc1ccccc1C (stereo unspecified)	9.7%	.
O=C(NCCCN1CCOCC1)c1cc(Cl)ccc1[N+](=O)[O-]	2.5%	-9.5
N=c1c(S(=O)(=O)c2ccc(Cl)cc2)cc2c(=O)n3ccccc3nc2n1CCN1CCOCC1	.	-8.5
COc1ccccc1OCCn1cc(/C=N/NC(N)=S)c2ccccc21	-3.1%	-8.1
(continued)
SMILES	M. tuberculosis GlmU	RmlCD inh 1536
COc1cc(NC(=O)COC(C)=O)c(C)cc1[N+](=O)[O-]	1.8%	5.5
COc1ccc(C(=O)NCC(=O)NC2=NCCS2)cc1	5.7%	5.6
COCCCNC(=O)C(CC(N)=O)NC(=O)OCc1ccccc1 (stereo unspecified)	-3.6%	-7.7
COc1ccc(Cl)cc1S(=O)(=O)N1CCN(CC(=O)C(C)(C)C)CC1	0.6%	7.2
CCOC(=O)c1ccc2ncc(C(=O)OCC)c(NCCCN3CCOCC3)c2c1	0.8%	26.4
CCN(CC)CCNC(=O)c1cn(-c2ccccc2)nc1-c1cccs1	.	-6.7
CCCN1CCN(CCCNC(=O)Cn2nc(-c3ccccc3)ccc2=O)CC1	12.7%	3.9
CCOC(=O)c1ccccc1NC(=O)C(C)Oc1ccccc1 (stereo unspecified)	3.3%	.
COc1ccc2c(CC(=O)Nc3nc(C)cs3)coc2c1	-0.2%	-8.5
COc1ccc(S(=O)(=O)N2Cc3ccccc3CC2C(=O)Nc2ccc3c(c2)OCO3)cc1 (stereo unspecified)	3.9%	-8.0
O=C(O)CCN=C1CCc2ccccc2N1	.	11.2
COc1cc(C#N)ccc1OCC(=O)c1ccc2c(c1)OCCO2	3.2%	.
O=C(NCc1ccccc1Cl)C1CCN(S(=O)(=O)N2CCCCCC2)CC1	2.7%	.
COc1ccc(N2CCN(CC(O)COC(C)(C)C)CC2)cc1 (stereo unspecified)	7.8%	13.9
O=C1c2cccc([N+](=O)[O-])c2C(=O)N1c1cccnc1	5.4%	-12.8
CCOC(=O)c1sc(NC(=O)CC)nc1C	-4.3%	-10.3
O=C(NCCN1CCOCC1)C1(C(F)(F)F)C/C(=C\Cc2ccccc2)CCCO1 (stereo unspecified)	-6.7%	.
C=CCn1c(O)c(C(C)=NCCCN2CCOCC2)c(=O)[nH]c1=O	0.4%	-6.8
O=C(CCC(=O)N1CCC2(CC1)OCCO2)Nc1nnc(C(F)(F)F)s1	-0.3%	-2.5
O=C(N/N=C\c1cccc(Cl)c1)c1n[nH]c2c1CCCC2	2.9%	-10.2
Cn1c(=O)c2c(nc(N3CCc4ccccc4C3)n2C)n(C)c1=O	-1.6%	-8.8
Cc1cccc(C(C)C)c1NC(=O)C1CN(S(=O)(=O)c2ccccc2)CCN1S(=O)(=O)c1ccccc1 (stereo unspecified)	2.4%	-5.7
COC(=O)C(C#N)c1nc2ccccc2nc1N1CCCC1 (stereo unspecified)	-5.1%	40.7
CC(C(=O)O)N1C(=O)/C(=C/c2cccn2C)SC1=S (stereo unspecified)	-5.5%	4.2
COc1cc(N=C2C(=O)N3CCCc4cccc2c43)cc(OC)c1	0.3%	.

A draw from above in order of count of non-hydrogen atoms, low to high.
SMILES	M. tuberculosis GlmU	RmlCD inh 1536
O=C(O)CCN=C1CCc2ccccc2N1	.	11.2
CC(C(=O)O)N1C(=O)/C(=C/c2cccn2C)SC1=S (stereo unspecified)	-5.5%	4.2
O=C1c2cccc([N+](=O)[O-])c2C(=O)N1c1cccnc1	5.4%	-12.8
COc1ccc2c(CC(=O)Nc3nc(C)cs3)coc2c1	-0.2%	-8.5
COC(=O)C(C#N)c1nc2ccccc2nc1N1CCCC1 (stereo unspecified)	-5.1%	40.7
CCOC(=O)c1ccccc1NC(=O)C(C)Oc1ccccc1 (stereo unspecified)	3.3%	.
COc1cc(N=C2C(=O)N3CCCc4cccc2c43)cc(OC)c1	0.3%	.
COc1ccc(Cl)cc1S(=O)(=O)N1CCN(CC(=O)C(C)(C)C)CC1	0.6%	7.2
CCN(CC)CCNC(=O)c1cn(-c2ccccc2)nc1-c1cccs1	.	-6.7
O=C(NCc1ccccc1Cl)C1CCN(S(=O)(=O)N2CCCCCC2)CC1	2.7%	.
CCCN1CCN(CCCNC(=O)Cn2nc(-c3ccccc3)ccc2=O)CC1	12.7%	3.9
O=C(NCCN1CCOCC1)C1(C(F)(F)F)C/C(=C\Cc2ccccc2)CCCO1 (stereo unspecified)	-6.7%	.
COc1ccc(S(=O)(=O)N2Cc3ccccc3CC2C(=O)Nc2ccc3c(c2)OCO3)cc1 (stereo unspecified)	3.9%	-8.0
Cc1cccc(C(C)C)c1NC(=O)C1CN(S(=O)(=O)c2ccccc2)CCN1S(=O)(=O)c1ccccc1 (stereo unspecified)	2.4%	-5.7

(listing goes on)
SMILES	M. tuberculosis GlmU	RmlCD inh 1536
CN1CCN(Cc2nc3c([nH]2)c(=O)[nH]c(=O)n3C)CC1	-1.9%	.
O=C(O)CC1S/C(=N\N=C/c2ccccc2O)N(c2ccc(O)cc2)C1=O (stereo unspecified)	3.2%	-10.5
Cc1cccc(Nc2nc(-c3c(C)nc4ccccn34)cs2)c1	0.5%	-5.4
C=CCn1cc(C(=O)NCCCOC)c(=O)c2cc(S(=O)(=O)N(CC)CC)ccc21	-6.6%	-10.5
COc1ccccc1OCCOCCOc1c(C)cc(C)cc1Br	1.3%	.
NC(=O)NC(=O)COC(=O)c1ccccc1Oc1ccccc1	-3.4%	-2.6
COc1cccc(C(c2nnnn2Cc2ccco2)N2CCN(Cc3ccccc3)CC2)c1OC (stereo unspecified)	-1.5%	7.0
CC(C)Oc1ccc(NC(=O)CCC(=O)O)cc1	2.4%	23.2
COc1ccc(-c2nnc(NC(=O)Cc3ccccc3)s2)c(OC)c1	-0.7%	6.3
O=C(NC1CC1)C1=C[C@@H](c2ccc(Br)cc2)C[C@@H](OCCCCO)O1	-0.9%	.
Clc1cc(Br)ccc1OCCOCCN1CCOCC1	-1.9%	-4.3
COc1ccccc1N1CCN(C(=O)c2cc3sccc3n2C)CC1	1.3%	6.3
CCOc1ccc(NC(=O)NCCCN2CCCC2)cc1	1.5%	12.8
Cc1cc2cc(CNC(=S)Nc3ccc(OC(F)F)cc3)ccc2[nH]1	-10.1%	.
COc1ccc(NC(=O)O/N=C2/CCCc3ccc(OC)cc32)cc1	-3.2%	8.9

Source: PubChem (several laboratories)
